HIF-2a inh: HIF-2a reporter inhibitors, primary screen, luminescence, 786-0 RCC cells; 786-0 RCC cells HIF-2a reporter, luciferase luminescence, overnight; inhibition, % at 18.8 µM; 360,000 tested, 0.72% active;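 active means inhibition of the luminescence signal of 40% or more relative to plate controls, in a single-dose primary screen at 18.75 µM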
hiPSC survival: enhancers of single-cell hiPSC survival, primary screen, ATPlite luminescence; 100% = ROCK inhibitor wells, 0% = DMSO; survival enhancement, % at 20 µM; 360,000 tested, 0.044% active; in the data active means survival enhancement above about 18%;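 further: cells exposed to compounds for 16 hours before the ATP read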
Shn3 3UTR inh: reduction of Shn3 3'UTR firefly luciferase signal, primary screen, Schnurri-3 inhibitor project, cell-based, Clone20 osteoblasts, set 2; Clone20 osteoblast Shn3 3'UTR firefly luciferase, 24 h; inhibition, % at 12.5 µM; 360,000 tested, 0.52% active; AID 588674, 2011;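 active means mean inhibition of at least 75% with every replicate also reaching 75%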;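 further: 0% = median of neutral control wells and 100% = pilot-screen positive control compound; some compounds past the cut are filed as inactive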
NR2E3 ag-1: inhibitors of NR2E3-RetCOR corepressor binding, primary screen, NR2E3 agonist project, biochemical, TR-FRET, GST-NR2E3, biotin-RetCOR; AID 2300, 2010; inhibition of corepressor binding, % at 4.78 µM; Photoreceptor-specific nuclear receptor (Homo sapiens), Q9Y5X4; 1536-well; 320,000 tested, 0.12% active;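 active means percent inhibition above the cutoff of mean plus 3 SD of all tested compounds, set per screening campaign, cut at about 20% in these data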;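 further: 0% = DMSO wells and 100% = biotin wells as full block of FRET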
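System: GST-tagged NR2E3 plus biotinylated RetCOR corepressor; Amount: 1.35 nM GST-tagged NR2E3 final; Dosing: single nominal compound dose of 4.8 µM; Schedule: 5 h incubation at 4 °C; Technique: TR-FRET with europium anti-GST and streptavidin-D2, 340 nm excitation; Controls: biotin wells as high control, 0.6% DMSO wells as low control.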
CaV13 FRET inh: Primary screen for inhibitors of IQ motif and Ca2+-dependent inactivation inhibitor domain binding in CACNA1D, Förster resonance energy transfer in living cells, …. 340,000 tested, 0.098% active. inhibition, % at 12.3 µM. HEK cells, CFP/YFP FRET ICDI-IQ, plate reader, 10 min; percent FRET-ratio fall versus neutral wells;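 active means mean replicate inhibition of at least 30% and at least 1% of replicates passing that level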;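 further: 0% = median of the neutral control wells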
HTR2A ag: mouse Htr2a agonists via beta-arrestin recruitment, primary screen, cell-based, luminescence | 360,000 tested, 0.66% active | CHO-K1 mHTR2A beta-arrestin complementation; percent of 30 µM serotonin response | 5-hydroxytryptamine receptor 2A (Mus musculus), P35363 | activation, % at 7.6 µM;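 active means activation above a run cutoff, the mean activation of all tested compounds plus 3 SD, cut at about 14% in these data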;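 further: 0% = plate median of compound wells and 100% = 30 µM serotonin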
Target sequence (P35363 whole entry, looked up): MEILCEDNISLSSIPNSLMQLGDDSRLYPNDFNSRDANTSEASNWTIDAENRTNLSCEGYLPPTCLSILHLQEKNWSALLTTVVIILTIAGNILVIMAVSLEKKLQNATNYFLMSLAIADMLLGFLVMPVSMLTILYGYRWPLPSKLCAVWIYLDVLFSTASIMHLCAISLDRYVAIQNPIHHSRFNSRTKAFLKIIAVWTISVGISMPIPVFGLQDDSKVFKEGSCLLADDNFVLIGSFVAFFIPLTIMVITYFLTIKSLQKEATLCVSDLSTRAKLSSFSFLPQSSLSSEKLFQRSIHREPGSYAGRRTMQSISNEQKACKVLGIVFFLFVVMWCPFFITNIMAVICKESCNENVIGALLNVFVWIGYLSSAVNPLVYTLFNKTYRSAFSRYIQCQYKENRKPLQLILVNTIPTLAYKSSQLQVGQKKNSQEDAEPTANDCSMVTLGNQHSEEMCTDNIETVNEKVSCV
PDI turbidity: inhibitors of human PDI, primary screen, biochemical, turbidity, single point, plate reader; PDI insulin aggregation turbidity, A650, 90 min; inhibition, % at 10 µM; 350,000 tested, 0.052% active;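 active means mean inhibition across replicates of 30% or more, whatever share of single replicates reach that level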;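 further: absorbance from insulin aggregation driven by PDI reduction with DTT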
Target sequence (P07237 whole entry, looked up): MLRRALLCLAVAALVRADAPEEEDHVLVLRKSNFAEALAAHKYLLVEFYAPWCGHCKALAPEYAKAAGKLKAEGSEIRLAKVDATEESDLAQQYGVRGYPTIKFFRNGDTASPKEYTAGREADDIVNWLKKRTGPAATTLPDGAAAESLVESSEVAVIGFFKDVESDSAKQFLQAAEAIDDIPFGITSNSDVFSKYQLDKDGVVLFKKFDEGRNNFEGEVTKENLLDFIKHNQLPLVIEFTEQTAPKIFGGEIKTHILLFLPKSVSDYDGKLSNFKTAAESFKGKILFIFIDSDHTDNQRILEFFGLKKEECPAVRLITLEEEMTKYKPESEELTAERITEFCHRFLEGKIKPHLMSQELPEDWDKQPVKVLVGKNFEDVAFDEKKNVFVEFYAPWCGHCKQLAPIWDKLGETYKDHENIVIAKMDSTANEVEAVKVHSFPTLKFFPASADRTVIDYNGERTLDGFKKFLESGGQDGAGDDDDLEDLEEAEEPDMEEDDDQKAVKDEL
H9c2 protect: cardioprotection against H2O2-induced cell death, primary screen, uHTS, H9c2 cells, ATPLite luminescence | H9c2 cardiomyocytes, H2O2 injury protection, 2 h | protection from H2O2 cell death, % at 20 µM | 360,000 tested, 0.63% active;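 active means compounds giving at least 50% protection of heart cells from peroxide-induced death in the single-dose screen, raw or plate-pattern-corrected value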;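 further: 0% = DMSO wells with peroxide and 100% = DMSO wells without peroxide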
Peg3 prom inh: Peg3 promoter-driven luciferase inhibitors, primary screen, cell-based, HeLa, luciferase luminescence. HeLa PEG-Prom luciferase reporter, overnight. inhibition, % at 20 µM. 360,000 tested, 1.7% active;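 active means inhibition of at least 50% at 20 µM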
TRPM1 prom inh: inhibitors of MITF-dependent TRPM1 promoter reporter, primary screen, cell-based, SK-MEL-5, single point, luciferase; 330,000 tested, 0.83% active; AID 488899, 2010; SK-MEL-5 TRPM1 promoter luciferase, 24 h; inhibition, % at 12.5 µM;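 active means mean inhibition across replicates of 60% or more, whatever share of single replicates reaches that level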; further: values of inactives mirror those of a sister screen read the other way
NR2E3 ag-2: NR2E3 agonists in two-hybrid cells, primary screen, cell-based, luminescence, CHO-S, Gal4-NCOR/VP16-NR2E3. Photoreceptor-specific nuclear receptor (Homo sapiens), Q9Y5X4. luciferase. inhibition of corepressor binding, % at 3.98 µM. 360,000 tested, 0.35% active. AID 602229, 2012;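 active means inhibition above the mean of all tested compounds plus 3 SD, cut at about 70% in these data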;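 further: 0% = DMSO with NR2E3 transfected cells and 100% = cells lacking NR2E3 construct; higher means lower luciferase signal from less NR2E3 corepressor binding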
* = called active by the depositor; . = not tested or not shown.

Every second line gives: HIF-2a inh | hiPSC survival | Shn3 3UTR inh | NR2E3 ag-1 | CaV13 FRET inh | HTR2A ag | PDI turbidity | H9c2 protect | Peg3 prom inh | TRPM1 prom inh | NR2E3 ag-2
CC(C)[C@@H]1Cc2[nH][nH]c(=O)c2[C@H](CCc2ccccc2)O1
 : 5 | 0.4 | . | . | -6 | -4 | . | . | . | . | -3
O=C(C[C@@H]1C/C=C/CC[C@@H](Cc2ccc(F)cc2)C(=O)OCCNC1=O)N[C@H](CO)Cc1ccccc1
 : 12 | -2.5 | 10 | . | -10 | 9 | 0 | 9 | -2 | 6 | 1
CC1CN(C(=O)CN2C(=O)NC3(CCCCCCC3)C2=O)CC(C)O1 (configuration not stated)
 : -5 | -0.1 | 5 | -1 | -7 | 0 | -11 | 3 | 4 | 6 | 6
COc1cc(OC)c2c(C)cc(=O)oc2c1
 : 6 | -0.2 | 0 | -1 | . | 5 | 0 | 4 | -17 | -12 | 4
COc1cc(CNC(=O)c2nc(Cn3nc(C)c(Br)c3C)no2)cc(OC)c1
 : 14 | 0.0 | 17 | 3 | -2 | 2 | 0 | -1 | 12 | -1 | -16
COCc1c(C(=O)Nc2ccc(Cl)cc2F)oc2ccccc12
 : -222 | -1.2 | -62 | -1 | -2 | 0 | -4 | -12 | -191 | -54 | -55
CSCCC(NC(=O)c1cccc([N+](=O)[O-])c1)c1nc2ccccc2[nH]1 (configuration not stated)
 : 18 | 0.2 | -15 | -4 | -4 | -1 | 0 | 0 | 15 | 3 | -20
O=C(CCNS(=O)(=O)c1ccccc1C(F)(F)F)NNC(=O)c1csc(N2CCOCC2)n1
 : 15 | -0.4 | 4 | -3 | -2 | 1 | 1 | 4 | 14 | 4 | -6
CCC1Sc2ccc(S(=O)(=O)CCC(=O)Nc3ccc(NC(C)=O)cc3)cc2NC1=O (configuration not stated)
 : 17 | 1.0 | 2 | -1 | -3 | 0 | 5 | 3 | 2 | -10 | -19
c1ccc(CCNc2ncnc3ccccc23)cc1
 : -167 | -3.2 | 57 | 3 | -3 | 4 | 4 | -9 | -268 | -25 | 50
COc1ccc(N2CCN(C(=O)CSc3nnc4c5cc(C)ccc5n(C)c4n3)CC2)cc1
 : -45 | -0.1 | 12 | -1 | -9 | 5 | 0 | 3 | 6 | 11 | -1
COc1ccc(C(=O)CSc2nnc3ccc(-c4ccccn4)nn23)cc1
 : -9 | -0.6 | -5 | 3 | -2 | -5 | -5 | 0 | -11 | -34 | -12
O=C(O)c1cc2cc(F)ccc2[nH]1
 : 7 | -1.9 | 3 | 1 | -5 | 0 | -6 | 5 | -5 | 21 | -12
O=C(/C=C1\SC(=O)N(CC(=O)Nc2ccc(F)cc2)C1=O)Nc1ccc(Cl)cc1
 : -210 | 0.1 | -40 | -2 | -4 | 0 | 3 | 0 | -171 | -18 | -55
CC(C)(C)c1nnc(N/N=C/c2cc(Br)ccc2O)n(N)c1=O
 : -8 | -1.6 | 86* | 3 | -4 | -9 | 3 | 76* | 73* | 68* | -17
O=C(CCCOc1ccc(Cl)cc1Cl)N1CCN(c2ccccn2)CC1
 : -75 | 0.4 | -11 | 0 | -11 | -1 | -16 | -11 | -11 | -13 | -3
Cc1ccc(-n2nc3c(c2NC(=O)C(C)(C)C)CSC3)c(C)c1
 : 2 | 1.0 | 9 | -3 | . | 2 | -1 | 16 | 13 | 1 | 10
O=C(N/N=C/c1c[nH]c2ccccc12)c1cc(-c2cccc3ccccc23)n[nH]1
 : -60 | 2.5 | -29 | 2 | -16 | -4 | 3 | 6 | -54 | 17 | -164
O=C(OCC(=O)c1c[nH]c2ccccc12)c1ccc(Br)o1
 : -35 | -1.4 | -27 | -1 | -7 | -4 | -4 | -2 | -103 | -28 | -38
N#Cc1c(N)n(CCc2ccc(F)cc2)c2nc3ccccc3nc12
 : -24 | -0.7 | 7 | 1 | . | -10 | 6 | 0 | -9 | -3 | -13

Part of the list above, field by field:
canonical_smiles: O=C(/C=C1\SC(=O)N(CC(=O)Nc2ccc(F)cc2)C1=O)Nc1ccc(Cl)cc1
  HIF-2a inh: -210 | hiPSC survival: 0.1 | Shn3 3UTR inh: -40 | NR2E3 ag-1: -2 | CaV13 FRET inh: -4 | HTR2A ag: 0 | PDI turbidity: 3 | H9c2 protect: 0 | Peg3 prom inh: -171 | TRPM1 prom inh: -18 | NR2E3 ag-2: -55

canonical_smiles: CCC1Sc2ccc(S(=O)(=O)CCC(=O)Nc3ccc(NC(C)=O)cc3)cc2NC1=O (configuration not stated)
  HIF-2a inh: 17 | hiPSC survival: 1.0 | Shn3 3UTR inh: 2 | NR2E3 ag-1: -1 | CaV13 FRET inh: -3 | HTR2A ag: 0 | PDI turbidity: 5 | H9c2 protect: 3 | Peg3 prom inh: 2 | TRPM1 prom inh: -10 | NR2E3 ag-2: -19

canonical_smiles: O=C(CCCOc1ccc(Cl)cc1Cl)N1CCN(c2ccccn2)CC1
  HIF-2a inh: -75 | hiPSC survival: 0.4 | Shn3 3UTR inh: -11 | NR2E3 ag-1: 0 | CaV13 FRET inh: -11 | HTR2A ag: -1 | PDI turbidity: -16 | H9c2 protect: -11 | Peg3 prom inh: -11 | TRPM1 prom inh: -13 | NR2E3 ag-2: -3

canonical_smiles: COc1ccc(C(=O)CSc2nnc3ccc(-c4ccccn4)nn23)cc1
  HIF-2a inh: -9 | hiPSC survival: -0.6 | Shn3 3UTR inh: -5 | NR2E3 ag-1: 3 | CaV13 FRET inh: -2 | HTR2A ag: -5 | PDI turbidity: -5 | H9c2 protect: 0 | Peg3 prom inh: -11 | TRPM1 prom inh: -34 | NR2E3 ag-2: -12

Next structures.
SMILES	HIF-2a inh	hiPSC survival	Shn3 3UTR inh	NR2E3 ag-1	CaV13 FRET inh	HTR2A ag	PDI turbidity	H9c2 protect	Peg3 prom inh	TRPM1 prom inh	NR2E3 ag-2
CC1(C)Oc2ccc3ccc(=O)oc3c2C[C@H]1O[C@@H]1O[C@H](CO)[C@@H](O)[C@H](O)[C@H]1O	6	2.6	19	.	-11	-5	-2	0	9	-3	-3
C#CCOCCOCCOCCNc1nc(N2CCN(C(=O)[C@H](CCCCN)n3cc([C@@H](N)[C@H](C)CC)nn3)CC2)nc(N2CCN(C(=O)[C@H](CCCCN)n3cc([C@@H](N)CC(N)=O)nn3)CC2)n1	5	-3.4	-10	.	-5	3	0	-6	2	0	-33
COc1ccc(C2CC(c3ccc(Cl)cc3)n3nc(N)nc3N2)cc1 (configuration not stated)	-11	-0.2	11	3	-2	-3	.	-4	6	-12	-36
CCCCN(CCCC)Cc1cc(=O)oc2cc(C)c(Cl)cc12	-1	-2.2	7	.	-4	4	.	-1	-2	.	-17
CSc1ccccc1NC(=O)CSCc1nc2sc(C)c(C)c2c(=O)[nH]1	11	-0.5	-6	-2	-5	5	3	12	0	-1	-19
Cc1ccc(S(=O)(=O)Nc2ccc3c(c2)C(=O)N([C@@H](C)CO)C[C@@H](C)[C@@H](CN(C)CC2CC2)OCCCC[C@@H](C)O3)cc1	0	-0.1	-5	.	-9	5	2	-6	-12	.	-41
CCc1ccc(NC(=O)C(NS(=O)(=O)c2cccc3nsnc23)c2ccccc2)cc1 (configuration not stated)	-3	-1.4	15	-2	-8	2	-3	-5	-21	-3	-13
ClC1(Cl)CC1Cn1cnc2ccccc21 (configuration not stated)	-12	0.1	6	1	-7	1	2	3	-3	-10	18
CCN(Cc1nc2ccccc2c(=O)[nH]1)C(=O)c1cc2c(s1)CCCCC2	-9	3.5	19	4	-5	-2	-7	-14	2	-6	-10
CC(C)CC(CO)N1CCN(C(=O)c2ccccc2)CCC1=O (configuration not stated)	15	3.6	-5	-4	-10	5	-3	8	-7	1	33
CCCCOC(=O)c1ccc(NC(=O)C(=O)NCC2CCCO2)cc1 (configuration not stated)	-18	-0.8	15	-1	-3	-4	-6	-6	-47	-12	-29
Cc1n[nH]c(=O)c2c(NC(=O)CSc3nc4ccccc4c(=O)n3CCCO)oc(C)c12	17	0.0	11	0	-3	6	-12	2	4	14	18
Oc1ccccc1CNc1cnc2ccccc2c1	-256	3.2	5	2	-7	-4	-1	-18	-238	-35	-79
CCc1nnc(NC(=O)CCc2c[nH]c3ccccc23)s1	11	-0.3	-24	6	-23	0	16	2	1	-5	-18
Cc1ccc(S(=O)(=O)N2CCC(C(=O)NC3CC(C)(C)NC(C)(C)C3)CC2)cc1C	3	-0.6	9	-2	-7	7	-1	-2	5	3	12
COc1ccccc1-c1nc(C#N)c(N2CCN(c3cccc(Cl)c3)CC2)o1	-3	0.9	-15	1	-7	-1	8	-2	-2	-9	-2
O=C1CCC/C(=N\NC(=O)c2ccc(COc3ccccc3-c3ccccc3)cc2)C1	-27	-2.4	-3	4	10	-8	-7	6	18	-6	-40
COc1ccc(CCNC(=O)CCC(=O)Nc2ccc3nc(N4CCN(C)CC4)cc(C)c3c2)cc1OC	11	-0.7	5	-2	-2	5	-28	2	13	6	-31
CC12CCC(C(=O)N(NC(=O)c3ccc(O)cc3)C1=O)C2(C)C (configuration not stated)	-10	-1.3	-35	-2	-8	3	20	-2	16	5	-12
COc1cccc(-c2nc(NC(C)C)c3ccccc3n2)c1O	14	-1.1	11	2	-4	46*	-37	-24	37	11	-11
CCC(CC)C(=O)N1CCN(Cc2nc3ccccc3c(=O)[nH]2)CC1	9	1.0	6	0	4	2	0	19	2	-4	-8
COc1cccc(NC(=S)NC2CC(C)CC(C)(C)C2)c1 (configuration not stated)	-6	-3.0	8	.	-7	12	-29	-13	8	.	32
COc1cc(NC(=O)C2CC2)c(OC)cc1NC(=O)CCC(=O)NC1CCN(Cc2ccccc2)CC1	13	-0.3	-6	0	-4	-2	0	8	10	-6	18
CCOCCCNC(=O)C1CCC(CNS(=O)(=O)c2ccc(Cl)cc2)CC1 (configuration not stated)	-29	-2.3	-33	3	-6	2	-4	-1	18	7	19
N#Cc1nccnc1N1CCN(C(=O)Nc2ccccc2)CC1	-1	0.2	22	1	-4	-1	-4	-10	-1	-4	20
CCCN1C(=O)/C(=C/c2ccc(OCc3ccc(C(=O)O)cc3)c(OC)c2)NC1=S	26	0.1	.	-2	3	2	-4	0	4	.	-15
COc1ccc(-c2cn(CCO)c(-c3ccc(Cl)nc3)n2)cc1	11	-1.6	2	2	-5	1	-3	4	3	5	-15
COc1ccc(OC)c(NCc2nnc(-c3ccccc3)o2)c1	-14	1.4	-2	.	-6	-1	2	2	7	-2	-2

Compounds were not picked by outcome; overall some 3.9% were active at least once.
